HKDC1 inh = blocks human hexokinase HKDC1 activity; recombinant HKDC1, G6PDH/diaphorase resazurin coupled fluorescence; inhibition, % at 20 µM; actives 0.16% (n = 340,000); AID 493160;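 active = inhibition above about 35% when tested at 20 µM, limit read from the data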;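 also: plate controls were DMSO wells with enzyme for no effect and DMSO wells lacking enzyme for full effect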
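Test system: recombinant HKDC1 (HK5) hexokinase enzyme, produced in-house; Amount: enzyme 5 µg/mL final; Buffer or medium: Tris pH 8.0 buffer with MgCl2, Tween-20, BSA, BME; Reagent: glucose and ATP substrates; Doses: 20 µM test compound, 1% DMSO; Incubation: 90 min reaction incubation at room temperature, dark; Detection: resorufin fluorescence at 613 nm.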
SENP8 block-1 = SENP8 (human) protease inhibition. Q96LD8. actives 0.64% (n = 360,000). recombinant SENP8, Nedd8 substrate fluorescence. inhibition, % at 20 µM. AID 602440; in the data active = inhibition mostly above about 40%, no sharp cut-off; inactive = mostly below about 27%
Target sequence (Q96LD8 whole entry, looked up): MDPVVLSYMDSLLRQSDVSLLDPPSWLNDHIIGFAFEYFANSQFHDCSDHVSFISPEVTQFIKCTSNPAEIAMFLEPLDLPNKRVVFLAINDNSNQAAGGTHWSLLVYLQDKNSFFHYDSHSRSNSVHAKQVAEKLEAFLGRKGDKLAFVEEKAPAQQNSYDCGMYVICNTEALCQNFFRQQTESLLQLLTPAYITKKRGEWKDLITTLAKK
SENP7 inh = SENP7 protease inhibition | Q9BQF6 | recombinant SENP7, Z-RLRGG-aminoluciferin luminescence, 40 min | inhibition, % at 5 µM | actives 1.5% (n = 330,000) | AID 434973;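 active = inhibition above about 50% at the single test dose, limit read from the data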;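 also: plate controls were DMSO with enzyme for no effect and no enzyme buffer wells for full effect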
Target sequence (Q9BQF6 706-1050 limits assumed): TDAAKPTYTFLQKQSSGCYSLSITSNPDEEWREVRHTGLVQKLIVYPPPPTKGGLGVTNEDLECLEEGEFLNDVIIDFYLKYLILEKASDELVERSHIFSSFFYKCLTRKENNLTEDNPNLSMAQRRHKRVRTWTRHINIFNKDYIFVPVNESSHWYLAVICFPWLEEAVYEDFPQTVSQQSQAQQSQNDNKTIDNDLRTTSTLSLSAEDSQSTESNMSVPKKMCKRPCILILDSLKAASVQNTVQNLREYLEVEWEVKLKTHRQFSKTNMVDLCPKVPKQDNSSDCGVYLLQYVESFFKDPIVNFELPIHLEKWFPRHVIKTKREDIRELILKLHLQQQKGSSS
SENP6 inh = inhibitors of human SENP6 protease | Q9GZR1 | Recombinant SENP6 catalytic domain, aminoluciferin luminescence | inhibition, % at 10 µM | actives 1.8% (n = 330,000) | AID 2599;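 active = inhibition above about 50% at the single tested dose, limit read from the data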;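 also: plate controls were DMSO wells with enzyme for no effect and DMSO wells lacking enzyme for full effect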
PfGluPho inh = PfG6PD (Plasmodium falciparum) enzyme inhibition. actives 0.78% (n = 350,000). AID 504690. PfGluPho enzyme, NADPH resazurin-diaphorase fluorescence. inhibition, % at 20 µM;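 active = inhibition reaching at least a set limit at 20 µM in the primary screen, cut at about 59% in these data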;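 also: 0% = DMSO wells with substrate and 100% = DMSO wells lacking glucose-6-phosphate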
UBC13 inh = human UBC13 polyubiquitination inhibition; UBC13 polyubiquitin chain formation, TR-FRET; actives 0.47% (n = 330,000); inhibition, % at 20 µM; P61088; in the data active = inhibition above about 45%, passing the limit was not always enough
Target sequence (P61088 whole entry, looked up): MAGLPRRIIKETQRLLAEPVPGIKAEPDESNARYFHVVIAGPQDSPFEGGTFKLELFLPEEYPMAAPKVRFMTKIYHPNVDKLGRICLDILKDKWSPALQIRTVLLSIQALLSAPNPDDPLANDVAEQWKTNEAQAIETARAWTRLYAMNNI
beta cell repl = MIN6 beta-cell proliferation induction; MIN6 cells proliferation, ATPlite luminescence, 48 h; cells starved in 0.2% serum; 100% = growth in 10% serum; proliferation, % at 10 µM; actives 0.29% (n = 330,000); AID 2380;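 active = compounds whose signal lies at least 3.5 SD above the mean of all wells on their plate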;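 also: 0% = DMSO-treated cells in low-serum medium and 100% = 10% serum control; some compounds called inactive have numbers as strong as hits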
SENP8 block-2 = inhibitors of human SENP8 protease | purified SENP8, Z-RLRGG-aminoluciferin cleavage, luminescence | actives 1.2% (n = 330,000) | inhibition, % at 10 µM | AID 2540; in the data active = inhibition above about 50%
SENP1 FRET inh = SENP1 (human) catalytic domain inhibition; inhibition, % at 10 µM; AID 624204; actives 0.21% (n = 360,000); recombinant SENP1 catalytic domain, CyPet-SUMO1-YPet FRET cleavage;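 active = inhibition at least 30% at 10 µM, raw YFP signal under a set limit, fluorescence ratio 0.5 to 1.5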;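 also: 0% = enzyme with DMSO and 100% = no enzyme wells; some results filed as inactive read as strong as hits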
Target sequence (Q9P0U3 419-644 limits assumed): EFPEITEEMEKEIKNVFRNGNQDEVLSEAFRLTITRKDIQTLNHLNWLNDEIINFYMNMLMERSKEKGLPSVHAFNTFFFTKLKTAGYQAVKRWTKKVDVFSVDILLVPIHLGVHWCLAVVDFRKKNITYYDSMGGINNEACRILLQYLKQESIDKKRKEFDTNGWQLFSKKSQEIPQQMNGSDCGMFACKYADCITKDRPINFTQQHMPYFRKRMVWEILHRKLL
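material = recombinant human SENP1 catalytic domain, His6-tagged | quantity = 20 pM enzyme | reagent = 25 nM SUMO1 FRET substrate | compound dosing = 10 µM single point, 0.5% DMSO | timing = 50 min enzyme reaction, room temperature, light-protected | detection = FRET, CFP and YFP emission | control set = no-enzyme low, enzyme-DMSO high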
* hit, by the source's call.

For Cc1cc(C)nc(NS(=O)(=O)c2ccc(NC(=O)c3ccc(S(=O)(=O)N4CC(C)OC(C)C4)cc3)cc2)n1 (stereo not drawn) the results were HKDC1 inh -6, SENP8 block-1 4, SENP7 inh 4, SENP6 inh 6, PfGluPho inh -6, UBC13 inh -3, beta cell repl -2, SENP8 block-2 2 and SENP1 FRET inh -1.
For CCOC(=O)c1cc2c(ccn2C)n1CC(=O)N(Cc1ccccc1)c1ccccc1 the results were HKDC1 inh 6, SENP8 block-1 5, SENP7 inh -4, SENP6 inh -6, PfGluPho inh -6, UBC13 inh -8, beta cell repl -3, SENP8 block-2 -10 and SENP1 FRET inh -21.
Screening O=C1N/C(=N\N=C\c2cccnc2)SC1Cc1ccc(SC(F)F)cc1 (stereo not drawn) returned HKDC1 inh -14, SENP8 block-1 21, SENP7 inh 2, SENP6 inh 3, PfGluPho inh -28, UBC13 inh -14, beta cell repl -6, SENP8 block-2 4 and SENP1 FRET inh 0.
Screening Cc1cc(NC(=O)c2ccc3[nH]c(C)c(C)c3c2)ccn1 returned HKDC1 inh -4, SENP8 block-1 -3, SENP7 inh 6, SENP6 inh -31, PfGluPho inh 46, UBC13 inh 8, beta cell repl -2, SENP8 block-2 -3 and SENP1 FRET inh -3.
Screening CC1(C)CC(=O)C2=C(C1)N(c1ccccc1C#N)C(N)=C(C#N)C2c1cccs1 (stereo not drawn) returned HKDC1 inh 16, SENP8 block-1 20, SENP7 inh -1, SENP6 inh 14, PfGluPho inh 4, UBC13 inh -16, beta cell repl -2, SENP8 block-2 5 and SENP1 FRET inh 15.
Cn1c(=O)c2cc(S(=O)(=O)N3CCOCC3)ccc2n(C)c1=O was read as HKDC1 inh 1, SENP8 block-1 12, SENP7 inh 0, SENP6 inh 5, PfGluPho inh -16, UBC13 inh -7, beta cell repl -3, SENP8 block-2 6 and SENP1 FRET inh 1.
`CCOC(=O)N1CCC(N2CCN(c3cc(C)ccc3C)CC2)CC1` gave HKDC1 inh -11, SENP8 block-1 4, SENP7 inh 1, SENP6 inh 4, PfGluPho inh -8, UBC13 inh 5, beta cell repl 0, SENP8 block-2 2 and SENP1 FRET inh -1.
Screening CCCNc1nc(C)cc(-c2cc(C(=O)NCc3ccccc3)on2)n1 returned HKDC1 inh -4, SENP8 block-1 -410, SENP7 inh 1, SENP6 inh -12, PfGluPho inh 3, UBC13 inh 6, beta cell repl 1, SENP8 block-2 -9 and SENP1 FRET inh 1.
Screening COc1ccc(/C=N/NC(=O)c2ccc(N)cc2)cc1Cn1cc([N+](=O)[O-])cn1 returned HKDC1 inh 6, SENP8 block-1 -13, SENP7 inh 7, SENP6 inh -23, PfGluPho inh 8, UBC13 inh -12, beta cell repl -2, SENP8 block-2 5 and SENP1 FRET inh 3.
For N#CCOc1nc(N2CCOCC2)nc(N2CCOCC2)n1 the results were HKDC1 inh -5, SENP8 block-1 28, SENP7 inh 8, SENP6 inh -9, PfGluPho inh 1, UBC13 inh -1, beta cell repl 2, SENP8 block-2 -2 and SENP1 FRET inh 0.
O=C(CSc1ccc(-c2ccco2)nn1)Nc1ccccc1 was read as HKDC1 inh -4, SENP8 block-1 -8, SENP7 inh 1, SENP6 inh -19, PfGluPho inh 1, UBC13 inh -7, beta cell repl -3, SENP8 block-2 5 and SENP1 FRET inh -2.
CNC(=O)COc1ccc(Cl)c2cccnc12 was read as HKDC1 inh -6, SENP8 block-1 -373, SENP7 inh 7, SENP6 inh -2, PfGluPho inh 5, UBC13 inh 1, beta cell repl -2, SENP8 block-2 1 and SENP1 FRET inh 1.
Screening NC(=O)CSc1nnc(-c2ccc3c(c2)OCO3)o1 returned HKDC1 inh 10, SENP8 block-1 9, SENP7 inh -1, SENP6 inh 15, PfGluPho inh -5, UBC13 inh 0, beta cell repl 2, SENP8 block-2 -8 and SENP1 FRET inh 2.
For Cc1nc(N)nc(N)c1/C=C/C(C)(C)c1ccc(Cl)cc1 the results were HKDC1 inh 0, SENP8 block-1 13, PfGluPho inh -2 and SENP1 FRET inh 1.
`CC(=O)Nc1ccc(CCCCc2ccc(NC(C)=O)cc2)cc1` gave HKDC1 inh 11, SENP8 block-1 -2, PfGluPho inh -11 and SENP1 FRET inh -2.
Oc1ccc(-c2[nH]ncc2-c2ccc(Cl)cc2)c(O)c1 was read as HKDC1 inh -3, SENP8 block-1 -15, SENP7 inh -1, SENP6 inh -7, PfGluPho inh -3, UBC13 inh 2, beta cell repl -3, SENP8 block-2 7 and SENP1 FRET inh -3.
`O=C(c1ccc(NS(=O)(=O)c2ccc(F)cc2)cc1)N1CCOCC1` gave HKDC1 inh 0, SENP8 block-1 3, SENP7 inh 2, SENP6 inh -10, PfGluPho inh -5, UBC13 inh 0, beta cell repl 3, SENP8 block-2 -3 and SENP1 FRET inh 0.
Screening CN(C(=O)COC(=O)c1ccc2c(=O)n3c(nc2c1)CCC3)C1CCS(=O)(=O)C1 (stereo not drawn) returned HKDC1 inh -4, SENP8 block-1 -88, SENP7 inh 11, SENP6 inh -20, PfGluPho inh 5, UBC13 inh -3, beta cell repl 0, SENP8 block-2 0 and SENP1 FRET inh -17.
`COc1ccc(CSc2nnnn2-c2ccc(C(=O)O)cc2)cc1` gave HKDC1 inh 0, SENP8 block-1 3, SENP7 inh -4, SENP6 inh 5, PfGluPho inh -19, UBC13 inh 0, beta cell repl 0, SENP8 block-2 2 and SENP1 FRET inh 2.
Cc1cccc(-c2nnn(Cc3nnc(NC(=O)c4ccccc4)s3)n2)c1 was read as HKDC1 inh -8, SENP8 block-1 6, SENP7 inh 9, SENP6 inh -5, PfGluPho inh 1, UBC13 inh -8, beta cell repl -2, SENP8 block-2 -4 and SENP1 FRET inh -2.
`COc1ccc(-c2[nH]ncc2CN(C)C(C)c2ccon2)cc1F` (stereo not drawn) gave HKDC1 inh 0, SENP8 block-1 5, SENP7 inh -3, SENP6 inh -8, PfGluPho inh -5, UBC13 inh -1, beta cell repl 1, SENP8 block-2 -7 and SENP1 FRET inh -2.
Screening Brc1ccc2[nH]c3c(NCc4ccccn4)ncnc3c2c1 returned HKDC1 inh 2, SENP8 block-1 -9, SENP7 inh 4, SENP6 inh -15, PfGluPho inh 27, UBC13 inh 29, beta cell repl -2, SENP8 block-2 6 and SENP1 FRET inh -1.
For CCOc1ccccc1C1C(C#N)=C(SCC(=O)OC)NC(=O)C1C(=O)OC (stereo not drawn) the results were HKDC1 inh -2, SENP8 block-1 7, SENP7 inh 6, SENP6 inh -15, PfGluPho inh -12, UBC13 inh 9, beta cell repl 0, SENP8 block-2 1 and SENP1 FRET inh 2.
CC(=O)[C@H]1CC[C@H]2[C@@H]3CC=C4C[C@@H](OS(=O)(=O)O)CC[C@]4(C)[C@H]3CC[C@]12C was read as HKDC1 inh 0, SENP8 block-1 -5, PfGluPho inh -31 and SENP1 FRET inh 1.
O=C(O)c1cc(S(=O)(=O)N2CCCCC2)ccc1N1CCCC1 was read as HKDC1 inh -4, SENP8 block-1 -16, SENP7 inh 2, SENP6 inh 6, PfGluPho inh -1, UBC13 inh -6, beta cell repl -1, SENP8 block-2 -8 and SENP1 FRET inh -1.
O=C(CN1CCN(S(=O)(=O)c2ccccc2[N+](=O)[O-])CC1)NC(=O)NCc1ccco1 was read as HKDC1 inh -8, SENP8 block-1 6, SENP7 inh 4, SENP6 inh -16, PfGluPho inh 25, UBC13 inh -9, beta cell repl -3, SENP8 block-2 1 and SENP1 FRET inh 1.
For CCOc1ccc(S(=O)(=O)N2CCN(CC)CC2)cc1NC(=O)c1ccccc1F the results were HKDC1 inh -5, SENP8 block-1 23, SENP7 inh -1, SENP6 inh -12, PfGluPho inh 7, UBC13 inh 5, beta cell repl 2, SENP8 block-2 -2 and SENP1 FRET inh -1.
CC(=O)N1CCCN(Cc2nc(C3(c4ccc(C)cc4)CCCC3)no2)CC1 was read as HKDC1 inh -4, SENP8 block-1 19, SENP7 inh 5, SENP6 inh -6, PfGluPho inh 9, UBC13 inh 13, beta cell repl -4, SENP8 block-2 -4 and SENP1 FRET inh 2.
`COC(=O)NC1CCS(=O)(=O)C1` (stereo not drawn) gave HKDC1 inh -12, SENP8 block-1 12, SENP7 inh -5, SENP6 inh -19, PfGluPho inh 11, UBC13 inh -8, beta cell repl -2, SENP8 block-2 -2 and SENP1 FRET inh 2.
COc1ccccc1NC(=O)C1=C(C)Nc2nc(CCCO)nn2C1c1ccc2c(c1)OCO2 (stereo not drawn) was read as HKDC1 inh -2, SENP8 block-1 3, SENP7 inh 15, SENP6 inh -15, PfGluPho inh -5, UBC13 inh -8, beta cell repl -4, SENP8 block-2 -3 and SENP1 FRET inh 1.

Of the compounds above, 2 have a furan ring, fused or not:
O=C(CSc1ccc(-c2ccco2)nn1)Nc1ccccc1 was read as HKDC1 inh -4, SENP8 block-1 -8, SENP7 inh 1, SENP6 inh -19, PfGluPho inh 1, UBC13 inh -7, beta cell repl -3, SENP8 block-2 5 and SENP1 FRET inh -2.
O=C(CN1CCN(S(=O)(=O)c2ccccc2[N+](=O)[O-])CC1)NC(=O)NCc1ccco1 was read as HKDC1 inh -8, SENP8 block-1 6, SENP7 inh 4, SENP6 inh -16, PfGluPho inh 25, UBC13 inh -9, beta cell repl -3, SENP8 block-2 1 and SENP1 FRET inh 1.

Going on with the list.
Screening Cc1ccccc1OCC(=O)Nc1nc2ccccc2[nH]1 returned HKDC1 inh -6, SENP8 block-1 17, SENP7 inh -2, SENP6 inh -14, PfGluPho inh -16, UBC13 inh -2, beta cell repl -4, SENP8 block-2 -14 and SENP1 FRET inh 2.
Cn1cc(CN2CCN(c3ccc(Cl)cn3)CC2)c(-c2ccccc2F)n1 was read as HKDC1 inh 2, SENP8 block-1 -31, SENP7 inh 6, SENP6 inh -8, PfGluPho inh 1, UBC13 inh -5, beta cell repl -4, SENP8 block-2 -1 and SENP1 FRET inh -3.
Screening CSCCC(NC(=O)c1ccco1)C(=O)NCCc1ccc(Cl)cc1 (stereo not drawn) returned HKDC1 inh -7, SENP8 block-1 -2, SENP7 inh 6, SENP6 inh 7, PfGluPho inh 9, UBC13 inh 2, beta cell repl -1, SENP8 block-2 -1 and SENP1 FRET inh 3.
For COC(=O)c1ccccc1NC(=O)CNC(=O)c1ccc(OC)cc1 the results were HKDC1 inh -6, SENP8 block-1 -14, SENP7 inh 12, SENP6 inh -17, PfGluPho inh -13, UBC13 inh 10, beta cell repl -6, SENP8 block-2 8 and SENP1 FRET inh 1.
`CCOC(=O)CNC(=O)CSc1nnc(NC(=O)c2ccc3c(c2)OCO3)s1` gave HKDC1 inh -6, SENP8 block-1 -54, SENP7 inh 79*, SENP6 inh 54*, PfGluPho inh 52, UBC13 inh 7, beta cell repl -7, SENP8 block-2 54* and SENP1 FRET inh 1.
For Cc1ccc(S(=O)(=O)CCC(=O)OCC(=O)NC(=O)c2ccccc2)cc1 the results were HKDC1 inh -1, SENP8 block-1 10, SENP7 inh -7, SENP6 inh 3, PfGluPho inh 2, UBC13 inh 0, beta cell repl -1, SENP8 block-2 -4 and SENP1 FRET inh 3.
For Cc1nn(C)c(Oc2ccccc2)c1CCNS(=O)(=O)c1ccc(F)cc1 the results were HKDC1 inh -2, SENP8 block-1 29, SENP7 inh -4, SENP6 inh -10, PfGluPho inh 9, UBC13 inh 1, beta cell repl -1, SENP8 block-2 -2 and SENP1 FRET inh 0.
